Screens: PubChem BioAssay, The Scripps Research Institute Molecular Screening Center
hcDAF-12 act: H. contortus DAF-12 nuclear receptor activators, primary screen, cell-based, luminescence, HEK293, lit1-tk-luc reporter | HEK293 hcDAF-12 lit1-tk-luc reporter; 0% DMSO, 100% Δ7-dafachronic acid | activation, % at 6.8 µM | 1.4% of 370,000 active | AID 652067, 2013;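 active means activation above the mean of all tested compounds plus 3 SD, cut at about 5.5% in these data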;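 further: 100% = response to 3 µM Δ7-dafachronic acid high control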
PLC-gamma1 inh: PLC-gamma1 enzyme inhibitors, primary screen, biochemical, fluorescence, purified enzyme | 1-phosphatidylinositol 4,5-bisphosphate phosphodiesterase gamma-1 (Homo sapiens), P19174 | fluorogenic substrate | inhibition, % at 12.2 µM | 0.84% of 370,000 active | AID 720700, 2013; in the data active means inhibition above about 9.5%
ADAM10 inh: human ADAM10 inhibitors, primary screen, biochemical, QFRET, HTS | Disintegrin and metalloproteinase domain-containing protein 10 (Homo sapiens), O14672 | recombinant ADAM10, EDANS/DABCYL FRET peptide cleavage, 3 h | inhibition, % at 7 µM | 0.62% of 370,000 active | AID 720582, 2013;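 active means inhibition above a per-campaign cutoff equal to the mean of compounds falling between control-based bounds plus 3 SD, cut at about 20% in these data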;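 further: 0% = DMSO wells while the 100% control is not disclosed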
Target sequence (O14672 214-748 limits assumed): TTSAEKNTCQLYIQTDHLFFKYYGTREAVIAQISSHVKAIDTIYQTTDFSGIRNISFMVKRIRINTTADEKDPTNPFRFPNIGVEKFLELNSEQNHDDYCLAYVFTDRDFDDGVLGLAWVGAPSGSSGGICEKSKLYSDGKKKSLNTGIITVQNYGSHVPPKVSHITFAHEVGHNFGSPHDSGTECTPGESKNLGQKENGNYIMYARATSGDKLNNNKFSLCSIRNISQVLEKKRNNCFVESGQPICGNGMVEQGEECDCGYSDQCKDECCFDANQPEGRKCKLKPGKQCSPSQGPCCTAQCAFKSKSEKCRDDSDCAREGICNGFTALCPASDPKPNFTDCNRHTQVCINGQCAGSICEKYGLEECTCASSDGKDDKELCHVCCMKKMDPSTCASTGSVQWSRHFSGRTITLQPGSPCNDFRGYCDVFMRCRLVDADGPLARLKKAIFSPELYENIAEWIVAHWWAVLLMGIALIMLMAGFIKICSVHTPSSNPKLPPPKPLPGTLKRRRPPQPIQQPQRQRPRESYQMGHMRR
ADAM17 inh: ADAM17 inhibitors, primary screen, biochemical, QFRET; recombinant ADAM17, EDANS/DABCYL FRET peptide cleavage; inhibition, % at 6.95 µM; 0.83% of 370,000 active; AID 720648, 2013;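 active means inhibition above the mean of compounds lying between control limits plus 3 SD, set per campaign, cut at about 8.5% in these data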;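 further: 0% = DMSO-only wells as the low control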
Target sequence (P78536 215-824 limits assumed): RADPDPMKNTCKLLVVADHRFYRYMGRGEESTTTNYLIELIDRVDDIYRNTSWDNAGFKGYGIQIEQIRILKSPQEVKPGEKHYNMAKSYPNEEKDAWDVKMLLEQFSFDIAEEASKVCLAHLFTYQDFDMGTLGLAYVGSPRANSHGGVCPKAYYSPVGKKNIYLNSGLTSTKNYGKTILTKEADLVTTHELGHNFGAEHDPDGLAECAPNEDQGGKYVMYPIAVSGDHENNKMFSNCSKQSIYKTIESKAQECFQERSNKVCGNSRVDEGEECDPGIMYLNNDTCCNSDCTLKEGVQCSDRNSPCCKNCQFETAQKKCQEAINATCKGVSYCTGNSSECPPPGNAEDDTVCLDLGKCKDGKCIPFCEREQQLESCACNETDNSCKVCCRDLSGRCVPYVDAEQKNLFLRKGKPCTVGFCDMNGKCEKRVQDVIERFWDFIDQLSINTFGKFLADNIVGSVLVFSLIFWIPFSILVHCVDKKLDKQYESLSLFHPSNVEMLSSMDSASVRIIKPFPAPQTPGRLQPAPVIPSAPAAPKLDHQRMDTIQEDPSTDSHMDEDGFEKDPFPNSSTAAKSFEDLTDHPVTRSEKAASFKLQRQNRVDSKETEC
PLC-beta3 inh: human PLC-beta3 inhibitors, primary screen, biochemical, fluorescence; 1-phosphatidylinositol 4,5-bisphosphate phosphodiesterase beta-3 (Homo sapiens), Q01970; Purified PLC-beta3, fluorogenic substrate; inhibition, % at 12.2 µM; 0.18% of 370,000 active; AID 720704, 2013; in the data active means inhibition above about 11%;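 further: 0% = median of compound wells on plate and 100% = full blocker control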
DAX1 inh-1: DAX1 (NR0B1) inhibitors on StAR promoter, primary screen, cell-based, luminescence, SF-1 (NR5A1), full-length DAX-1; HEK293T StAR-luciferase reporter, SF-1/DAX-1 repression relief; inhibition, % at 6.8 µM; 1.1% of 370,000 active; AID 652010, 2013;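 active means inhibition above the mean over all tested compounds plus 3 SD, cut at about 3.6% in these data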;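 further: 0% = DAX-1 cells with DMSO and 100% = cells lacking DAX-1 with DMSO; higher inhibition means more luminescence from relief of DAX-1 repression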
hgDAF12 agonist: H. glycines DAF-12 receptor agonists, primary screen, cell-based, luminescence, HEK293, GAL4 fusion, UAS-luciferase; Nuclear hormone receptor DAF-12 (Heterodera glycines), GAL4 fusion; HEK293 GAL4-hgDAF12 UAS-luciferase reporter, agonist luminescence; normalized to butyrate control; activation, % at 6.8 µM; 1.8% of 370,000 active; AID 687014, 2013;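 active means activation above a cutoff set at the mean of all screened compounds plus 3 SD, cut at about 10% in these data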;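 further: 0% = DMSO wells and 100% = sodium butyrate wells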
HGIII-sPLA2 inh: human group III sPLA2 inhibitors, primary screen, biochemical, QFRET, BODIPY PC-A2 liposome substrate | QFRET BODIPY PC-A2 liposome hydrolysis, fluorescence | inhibition, % at 12.2 µM | 0.56% of 370,000 active | AID 743126, 2013;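 active means inhibition above mean plus 3 SD of compounds lying within the high and low control bounds, cut at about 19% in these data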;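 further: 0% = median of test compound wells and 100% = no enzyme DMSO wells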
ssDAF-12 act: S. stercoralis DAF-12 nuclear receptor activators, primary screen, cell-based, luminescence, HEK293, GRIP1 co-expression, lit1-tk-luc. AID 652126, 2013. HEK293 ssDAF-12/GRIP1 lit1-tk-luc reporter; % of 3 µM dafachronic acid response. 1% of 370,000 active. Nuclear hormone receptor DAF-12 (Strongyloides stercoralis). activation, % at 6.8 µM;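 active means activation above the mean over all tested compounds plus 3 SD, cut at about 0.9% in these data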;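 further: 0% = DMSO-only wells and 100% = 3 µM delta7-dafachronic acid wells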
FXN GAA850 act: FXN promoter activators, primary screen, cell-based, luciferase luminescence, HEK293 lucGAA850; HEK293 lucGAA850 FXN promoter luciferase reporter, 24 h; percent of 10 µM SAHA response; activation, % at 6 µM; 0.56% of 360,000 active; AID 540364, 2011;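 active means activation above the average of all compounds screened plus 3 SD, cutoff fixed separately per campaign, cut at about 7.5% in these data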;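 further: 0% = DMSO wells and 100% = 10 µM SAHA wells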
DAX1 inh-2: DAX1 (NR0B1) inhibitors, primary screen, cell-based, HEK293, Gal4-DAX1, luciferase luminescence | 0.99% of 340,000 active | HEK293 Gal4-DAX1 luciferase reporter | AID 504766, 2011 | Nuclear receptor subfamily 0 group B member 1 (Homo sapiens), P51843 | inhibition, % at 6.75 µM;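 active means inhibition above the mean over all tested compounds plus 3 SD, cut at about 4.2% in these data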;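 further: 0% = DAX1-transfected cells with DMSO and 100% = empty-vector control cells with DMSO; inhibition shows as a rise in luminescence from relieved DAX1 repression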
Starred values were filed as active, the others as inactive; i = inactive; x = not tested or not shown.

SMILES | hcDAF-12 act | PLC-gamma1 inh | ADAM10 inh | ADAM17 inh | PLC-beta3 inh | DAX1 inh-1 | hgDAF12 agonist | HGIII-sPLA2 inh | ssDAF-12 act | FXN GAA850 act | DAX1 inh-2
CCOC(=O)C1=C2NC(=O)c3ccccc3N2C(=O)C1 | -0.6 | -30 | -8 | -5 | -47 | -0.5 | -0.8 | -16 | -1.4 | 2.7 | -0.2
O=C(NCCC1CCCCN1S(=O)(=O)c1cccs1)C(=O)Nc1cccc(F)c1 (stereo not given) | -0.6 | 0 | 5 | 2 | -4 | -0.3 | -3.2 | -10 | -0.1 | 0.9 | -0.6
Cn1c(N)c(C(=O)c2cc(-c3ccncc3)nc3ccccc23)c(=O)n(C)c1=O | -0.6 | -1 | 1 | -5 | -10 | 1.2 | 0.3 | 3 | -1.1 | 3.4 | -0.5
Cc1cccc(N2C(=O)C=CC2=O)c1 | 1.3 | 1 | -6 | 0 | -7 | 0.3 | 0.6 | -2 | -0.5 | 1.8 | -1.6
O=C(c1cc2cccc([N+](=O)[O-])c2oc1=O)N1CCOCC1 | -1.2 | 12* | -12 | -5 | -5 | -0.1 | -1.1 | 17 | -0.8 | 2.2 | 1.5
CCCCc1ccc(-c2c(C#N)c(N)nc3c2CCCC3)s1 | -0.8 | -4 | -3 | -2 | -1 | -0.6 | -0.7 | -1 | -1.0 | -1.1 | -0.1
CCc1ccc(-c2cc(N)n(-c3ccccc3)n2)cc1 | 5.1 | -3 | -8 | 3 | -4 | 7.3* | 17* | -5 | 0.6 | 5.5 | 5.5*
CCOC(=O)c1ccc(NC(=O)C2=C(C)Nc3nc(CCCO)nn3C2c2cccc(C)c2)cc1 (stereo not given) | -2.1 | 0 | -12 | -1 | -2 | -0.5 | -3.0 | 5 | -1.6 | -0.8 | 0.3
COCCCNC(=O)C[C@H]1C[C@H](C(=O)N2CCCCC2)[C@@]2(CCc3ccccc3)c3[nH]c4ccc(Cl)cc4c3CCN2C1=O | 0.1 | 2 | -18 | -3 | -1 | 0.7 | -1.1 | 12 | -1.1 | -1.6 | 0.0
N#C/C(=C\Nc1ccc2c(c1)OCCO2)c1nc(-c2ccccc2)cs1 | 1.5 | -1 | 5 | -3 | -2 | 1.2 | -2.7 | 3 | -1.9 | 3.3 | -1.2
O=C(COc1ccccc1F)NCC(c1ccco1)N1CCCC1 (stereo not given) | 1.4 | -1 | 1 | -1 | 1 | -0.4 | -1.7 | -2 | -1.3 | 0.6 | 2.4
Cc1onc(-c2ccccc2)c1C(=O)Nc1ccon1 | 2.3 | 4 | 5 | -2 | -1 | -0.4 | -0.4 | 3 | -0.5 | 0.5 | 0.7
CCOC(=O)NN1C(=O)c2ccccc2NC1C (stereo not given) | -1.0 | -478 | i | -325 | i | -0.5 | 0.9 | -2 | -0.8 | 0.1 | 0.7
CCC(=O)Nc1ccc(Cl)c(NC(=O)c2cccc(OC)c2)c1 | -3.4 | 3 | 2 | 0 | 3 | -0.1 | -3.4 | -2 | -1.7 | 1.5 | 0.1
COc1ccc(-c2nc3ccc(C)cn3c2Cc2cccc(F)c2)cc1OC | -1.5 | -41 | -271 | -83 | -62 | -1.1 | 1.6 | 8 | -1.0 | x | x
O=C(CSC(=S)N1CCCC1)N1CCN(S(=O)(=O)c2ccccc2F)CC1 | 1.8 | 3 | 1 | 1 | 3 | 1.1 | 0.3 | -1 | -0.8 | 2.1 | -0.4
CC(OC(=O)c1ccc(-n2cnnn2)cc1)C(=O)Nc1ccc(F)c(F)c1F (stereo not given) | -0.2 | 1 | -13 | -5 | -1 | -0.3 | -3.0 | 5 | -1.0 | 1.6 | 0.0
CC(C)=CCC/C(C)=C/CNC(=O)C[C@H]1C[C@H](C(=O)N2CCCCC2)[C@@]2(C)c3[nH]c4cc(-c5ccco5)ccc4c3CCN2C1=O | 0.1 | -442 | -421 | -147 | i | -1.1 | -1.5 | -14 | -1.2 | -0.7 | -0.3
CCOC(=O)c1sc2nc(COC(=O)c3c(F)cccc3F)[nH]c(=O)c2c1C | 0.4 | -7 | -28 | -6 | -9 | 1.4 | 0.7 | -3 | -0.6 | 1.1 | 0.6
C=C1C(C(C)C)N(C)C2=NC(c3ccccc3)CC(=O)N12 (stereo not given) | -1.3 | -3 | -17 | -6 | -1 | x | -2.1 | 0 | -1.5 | x | x
CCOC(=O)c1c(Cc2cccc(Cl)c2)c[nH]c1C | -3.3 | -2 | 6 | 6 | 2 | 0.8 | 1.8 | 0 | -2.1 | 1.6 | 0.1
CCCNC(=O)c1ccc(N2CCC3(CC2)CC(c2ccccc2)=NO3)c(NC(=O)Cc2ccc(F)cc2)c1 | -1.7 | -2 | 4 | 3 | 1 | -0.7 | -3.6 | -13 | -1.4 | -0.9 | 0.2
S=C(NCc1ccncc1)Nc1ccccc1 | -0.8 | -4 | 2 | -1 | -2 | -0.2 | 1.8 | 1 | -1.1 | 1.6 | -0.3
CCCCC(=O)Nc1ccc(C(=O)N2CCN(c3ccccc3OC)CC2)cc1 | -2.8 | 3 | 5 | -3 | 3 | -0.4 | 0.6 | -5 | -1.0 | 0.7 | -1.0
CC(=O)Nc1ccc(NC(=O)C(NS(=O)(=O)c2ccc3c(c2)OCCO3)C(C)C)cc1 (stereo not given) | -1.4 | -2 | -13 | -2 | -5 | 0.9 | 0.2 | 16 | -1.4 | 0.5 | -0.2
Nc1c(C(=O)O)sc2nc(-c3ccccc3)cc(-c3ccc(Cl)cc3)c12 | 0.6 | -10 | -16 | -7 | -18 | 0.1 | -1.1 | -38 | -1.8 | -0.3 | -0.6
O=C(NC1CCCCC1)O[C@H]1CC[C@@]23CCCN2C(=O)CCC[C@H]3C1 | -0.3 | 2 | 4 | 0 | 4 | x | -3.0 | 5 | -1.6 | x | x
CCn1c(=O)[nH]c2cc(Cl)c(Cl)cc21 | -1.5 | -1 | -6 | -6 | -1 | 1.1 | -0.5 | -2 | -1.2 | 2.6 | 1.7
CN(CC(=O)Nc1nc2ccccc2s1)S(=O)(=O)c1ccc(Br)cc1 | 2.0 | 1 | 1 | -1 | 1 | 0.2 | 0.4 | -1 | -0.5 | 0.1 | 1.3
CCOC(=O)C1CCN(C(c2ccc(OC)c(OC)c2)c2sc3nc(C)nn3c2O)CC1 (stereo not given) | 0.0 | 0 | -10 | -5 | -4 | 0.3 | 2.8 | 11 | -1.4 | -1.3 | 0.5
CON/C=N/C(=S)Nc1ncc(C(F)(F)F)cc1Cl | -0.9 | 4 | -3 | -1 | 2 | -0.2 | -1.7 | 7 | -1.3 | 0.3 | 0.6
CCCn1nnnc1NCc1ccc(N2CCCC2)cc1 | -1.2 | -7 | 3 | -2 | -11 | -0.9 | 0.5 | 7 | -1.6 | 1.3 | -0.1
Oc1ccc(Br)cc1/C=N/n1c(COc2ccccc2)n[nH]c1=S | 0.4 | 5 | 13 | -3 | 1 | 0.3 | -1.0 | 9 | -1.4 | 1.6 | 0.9
Nc1cccc(Nc2nc(OC(C(F)(F)F)C(F)(F)F)nc(OC(C(F)(F)F)C(F)(F)F)n2)c1 | -0.7 | 2 | 58* | 27* | 0 | -0.2 | 0.7 | 28* | -1.6 | -3.6 | -0.4
C=c1[nH]cc(C(C)c2c(C)n(C)c3ccccc23)/c1=C/C (stereo not given) | 6.0* | -28 | -24 | -8 | -36 | -0.2 | 4.9 | -1 | 0.5 | x | x
Cc1ccc(CSCC(=O)NCCc2ccccc2)cc1 | 0.0 | 4 | -4 | -6 | -15 | 0.7 | -2.2 | 7 | -1.6 | 1.9 | 2.0
CCCCOC(=O)c1cc(C)nc2ccc(Br)cc12 | -1.5 | 1 | -4 | -4 | -1 | 0.0 | 4.2 | 2 | -1.7 | 3.4 | -0.2
O=C(C1CCN(S(=O)(=O)N2CCC3(CC2)OCCO3)CC1)N1CCN(Cc2ccccc2)CC1 | -2.7 | 4 | 3 | 8 | 8 | -0.8 | 0.0 | 2 | -0.8 | -0.2 | -1.8
Cc1cc(C)cc(NC(=O)OCCN2CCN(Cc3ccccc3)CCC2=O)c1 | -1.4 | 1 | 5 | -2 | -1 | 0.5 | -0.6 | 0 | -1.1 | 1.6 | -0.3
COc1ccc(/C=C(\C#N)C(=O)OCC(=O)NCc2ccccc2OC)cc1 | -1.5 | -2 | -18 | 0 | -8 | 0.3 | 7.2 | 15 | -1.1 | -1.2 | 1.1
CC1=C(C(=O)N2CCCCC2)C(c2cccs2)C2=C(CCCC2=O)N1 (stereo not given) | -1.7 | -133 | -177 | -61 | -171 | 0.4 | -0.9 | 1 | -1.1 | -0.9 | 0.8
Cc1ccsc1C(=O)OCc1cc(=O)n2ccsc2n1 | 1.7 | -6 | -3 | -2 | -5 | 4.3* | 13* | -1 | 0.9* | -0.4 | 1.7
CCC(CO)Nc1cccc2c1S(=O)(=O)N(Cc1cn(Cc3ccc(Cl)cc3)nn1)Cc1ccccc1O2 (stereo not given) | -2.6 | 3 | -11 | 1 | -3 | -1.0 | -1.2 | -25 | -1.5 | x | x
COC(CNC(=O)c1ccc2c(c1)nc(C)n2-c1cc(C)cc(C)c1)OC | -2.1 | 9 | 14 | 3 | 1 | 0.0 | -3.3 | -1 | -0.9 | 2.2 | -0.8
COc1ccc(NC(=O)c2ccc(N3C(=O)C4CC=C(C)CC4C3=O)cc2)c(OC)c1 (stereo not given) | -1.3 | -2 | 3 | -1 | -7 | -0.5 | -0.4 | -11 | -0.7 | -2.5 | -1.4
C=CCn1nc(-c2ccccc2)c(N2CCCCC2)cc1=O | -0.7 | -5 | -6 | -2 | -2 | -0.6 | -4.6 | 3 | -1.5 | 2.8 | -0.8

Not a retest: two of the compounds above.
SMILES | hcDAF-12 act | PLC-gamma1 inh | ADAM10 inh | ADAM17 inh | PLC-beta3 inh | DAX1 inh-1 | hgDAF12 agonist | HGIII-sPLA2 inh | ssDAF-12 act | FXN GAA850 act | DAX1 inh-2
CC1=C(C(=O)N2CCCCC2)C(c2cccs2)C2=C(CCCC2=O)N1 (stereo not given) | -1.7 | -133 | -177 | -61 | -171 | 0.4 | -0.9 | 1 | -1.1 | -0.9 | 0.8
Cc1ccsc1C(=O)OCc1cc(=O)n2ccsc2n1 | 1.7 | -6 | -3 | -2 | -5 | 4.3* | 13* | -1 | 0.9* | -0.4 | 1.7
